Assay outcomes (PubChem)
PGK inhibitor – T. brucei PGK inhibition. P07378. AID 602233. Potency, µM (titrated, usually from 57.5 µM), without a hit: top-dose activity change, negative = inhibition, hits mostly inhibitors. 0.043% of 380,000 active. PGK/GAPDH coupled, Kinase-Glo luminescence, 60 min; note: % is set by controls: 0 for no effect and ±100 for the full control effect; nearly all actives have a fitted effect of over 60% in size
Target sequence (P07378 whole entry, looked up): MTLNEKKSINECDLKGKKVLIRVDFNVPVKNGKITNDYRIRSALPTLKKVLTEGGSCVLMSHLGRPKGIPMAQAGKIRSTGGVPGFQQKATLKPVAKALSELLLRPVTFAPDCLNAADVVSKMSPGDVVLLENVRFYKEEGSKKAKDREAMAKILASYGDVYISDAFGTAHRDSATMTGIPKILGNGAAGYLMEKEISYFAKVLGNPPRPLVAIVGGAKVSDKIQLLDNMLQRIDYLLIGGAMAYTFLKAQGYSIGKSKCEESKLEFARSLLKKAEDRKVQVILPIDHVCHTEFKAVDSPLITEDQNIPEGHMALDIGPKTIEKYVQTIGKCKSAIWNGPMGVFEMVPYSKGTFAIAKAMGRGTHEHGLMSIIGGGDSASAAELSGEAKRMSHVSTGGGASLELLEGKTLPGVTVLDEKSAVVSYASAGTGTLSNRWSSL
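Luminescent ATP detection (Kinase-Glo Plus) follows a 60-minute room-temperature incubation, with wells lacking PGK as controls. Buffer: 100 mM TEA (pH 7.6), 5 mM MgCl2, 0.01% Tween-20. Coupling enzyme GAPDH (100 nM final) supplies unstable 1,3-BPG in-well.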
GLS inhibitor – glutaminase GLS (human) inhibition; GLS enzymatic activity, qHTS titration; Potency, µM (top dose mostly 45.5 µM), inactives show at the top dose activity change, negative = inhibition, hits mostly inhibitors; 0.21% of 410,000 active; AID 624170; note: % is set by controls: 0 for no effect and ±100 for the full control effect
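Compounds were pin-transferred onto hKGA, after which L-glutamine (1 mM solution) and a detection mix of glutamate oxidase, HRP and Amplex Red were added. Initial and 30 min RT fluorescence reads were collected.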
Pol iota inh – blocks human DNA polymerase iota activity; Q9UNA4; Pol iota fluorescent replication assay, 10 min; Potency, µM (titrated, usually from 115 µM), without a hit: top-dose activity, negative = inhibition, usual class: inhibitors; 1% of 390,000 active
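Pol iota at 10 nM preincubated 15 min with compounds at room temperature; reaction started with fluorescent substrate, 50 nM final. Fluorescence read kinetically at 0 and 10 min; buffer-only wells as negative control.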
BLM helicase inh – inhibitors of human Bloom syndrome helicase BLM | P54132 | Potency, µM (titrated, usually from 56.1 µM), for inactives: at the top dose activity change, negative = inhibition, hits mostly inhibitors | recombinant BLM DNA unwinding, fluorescence dequenching | AID 2528 | 0.2% of 350,000 active;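 note: plate controls were vehicle for no effect and no enzyme for full effect; nearly all actives have a fitted effect of over 35% in size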
HP1b binding inh – HP1-beta chromodomain-methylated histone interaction inhibition. AlphaScreen HP1-beta / biotin-H3K9me3 peptide binding. 0.56% of 390,000 active. P83916. AID 540317. Potency, µM (top dose mostly 114 µM), for inactives: at the highest dose activity change, negative = inhibition, usual class: inhibitors; note: nearly all actives have a fitted effect of over 70% in size; inactives centre near 23
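Compound inhibition of the preformed complex between 50 nM HP1-beta and 50 nM biotinylated H3K9me3 peptide was read by AlphaScreen. Buffer was PBS pH 7.4 with 0.01% Tween-20. Incubations ran 30 min at room temperature, with 10 ug/mL donor/acceptor beads.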
G9a block – G9a (human) methyltransferase inhibition; 8.8% of 350,000 active; Q96KQ7; G9a H3K9 monomethylation, AlphaScreen, 2 h; Potency, µM (series often up to 102 µM), for the others: at the top dose activity, negative = inhibition, most hits filed as inhibitors; note: % is set by controls: 0 for no effect and ±100 for the full control effect; nearly all actives have a fitted effect of over 75% in size
Target sequence (Q96KQ7 913-1193 limits assumed): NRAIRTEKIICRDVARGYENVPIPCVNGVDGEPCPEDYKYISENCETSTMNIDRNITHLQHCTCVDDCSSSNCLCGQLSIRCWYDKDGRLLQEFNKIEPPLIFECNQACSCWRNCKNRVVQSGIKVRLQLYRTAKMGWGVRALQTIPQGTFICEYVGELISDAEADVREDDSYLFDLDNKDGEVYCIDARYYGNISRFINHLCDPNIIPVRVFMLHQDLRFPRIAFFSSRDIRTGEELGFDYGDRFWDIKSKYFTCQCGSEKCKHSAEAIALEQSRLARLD
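Signal arises when biotinylated H3K9 peptide, once monomethylated, bridges streptavidin donor and antibody-captured acceptor beads. Enzyme at 20 nM was preincubated 15 min with test compounds; peptide 500 nM and SAM 20 uM then reacted for 2 h.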
BAZ2B inh – BAZ2B (human) inhibition. AlphaScreen BAZ2B-H3K14Ac peptide displacement. Q9UIF8. 4.4% of 360,000 active. Potency, µM (series often up to 114 µM), inactives show at the highest dose activity change, negative = inhibition, hits mostly inhibitors; note: % is set by controls: 0 for no effect and ±100 for the full control effect; nearly all actives have a fitted effect of over 60% in size
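In this displacement format the biotinylated H3(5-23) peptide acetylated at Lys14 serves as ligand at 50 nM, with BAZ2B at 50 nM in PBS pH 7.4 containing 0.01% Tween-20. Donor and acceptor beads are 10 ug/mL final.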
JMJD2A Tudor – inhibitors of human JMJD2A Tudor domain; 4.4% of 390,000 active; O75164; Potency, µM (titrated, usually from 114 µM), without a hit: at the top dose activity change, negative = inhibition, most hits filed as inhibitors; AlphaScreen JMJD2A-Tudor / H3K4me3 peptide binding; note: % is set by controls: 0 for no effect and ±100 for the full control effect; nearly all actives have a fitted effect of over 50% in size
Pin1 inhibitor – human Pin1 inhibition; Q13526; Pin1 FP peptide displacement, HiFluor488, 10 min; Potency, µM (highest dose often 115 µM), without a hit: at the top dose activity, negative = inhibition, most hits filed as inhibitors; 0.009% of 390,000 active; active = well fitted inhibition curve with a large enough effect in the polarisation, with a control signal flat, not every such curve was filed as active; inconclusive = small, poorly fitted or top-dose-only effect, or effect the other way, or a change in a side signal; inactive = no such curve, though single readings can be large or run the other way; the % refers to the polarisation; note: % is set by controls: 0 for no effect and ±100 for the full control effect
Target sequence (Q13526 whole entry, looked up): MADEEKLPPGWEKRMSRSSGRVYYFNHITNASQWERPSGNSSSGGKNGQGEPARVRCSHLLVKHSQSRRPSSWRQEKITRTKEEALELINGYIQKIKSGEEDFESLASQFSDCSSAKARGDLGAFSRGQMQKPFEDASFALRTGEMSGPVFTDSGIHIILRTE
Starred values were filed as active, the others as inactive; & = joins results of further samples; [ ] = dose if it differs, or a comment. Unless noted, calls come from the whole dose curve; as a rule, active = well fitted curve in the direction sought with a large enough effect; inconclusive = small, poorly fitted or top-dose-only effect, or another doubt; inactive = no such curve, though single readings can be large; an effect the other way counts as inactive or inconclusive. Potency is the fitted concentration of half-maximal effect. These rows are one share of the data; the hit share may differ from the screen's.

Screening COc1ccc(Cl)cc1NC(=O)CSc1nnc(COc2ccccc2)n1N returned PGK inhibitor 5%, GLS inhibitor 6%, Pol iota inh 0%, BLM helicase inh -3%, HP1b binding inh 21%, G9a block -8%[59 µM], BAZ2B inh 2%, JMJD2A Tudor -11% and Pin1 inhibitor 4%.
COc1ccc(Cl)cc1C(=O)N/N=C/c1ccc(N2CCOCC2)cc1 was read as PGK inhibitor 8%, GLS inhibitor -8%, Pol iota inh 116%[activator], BLM helicase inh -14%, HP1b binding inh 30%, G9a block 3%, BAZ2B inh -11%, JMJD2A Tudor 3% and Pin1 inhibitor inconclusive.
`CCCCC1=CC2=CC(=O)C(C)(OC(=O)CC)C(=O)C2=CN1C1CCCCC1` (centres undefined) gave PGK inhibitor -10%, GLS inhibitor -12%, Pol iota inh 17%, BLM helicase inh -1%[12.4 µM], HP1b binding inh -2%, G9a block -30%[59 µM], BAZ2B inh -21%, JMJD2A Tudor -23% and Pin1 inhibitor -20%.
For COc1ccc(/C=C/C(=O)NCCCN2CCCCCC2)cc1 the results were PGK inhibitor 0%, GLS inhibitor -4%, Pol iota inh 2%, BLM helicase inh 19%, HP1b binding inh 13%, G9a block 50µM*, BAZ2B inh -26%, JMJD2A Tudor inconclusive and Pin1 inhibitor 2%.
Screening Cc1cc(NC(=O)c2c([N+](=O)[O-])c(C)nn2C)no1 returned PGK inhibitor -11%, GLS inhibitor -3%, Pol iota inh -16%, BLM helicase inh 0%, HP1b binding inh 18%, G9a block 8%, BAZ2B inh 2%, JMJD2A Tudor 1% and Pin1 inhibitor 2%.
For C=CCn1c(SCC(=O)Nc2cc(C)cc(C)c2)nnc1-c1cnccn1 the results were PGK inhibitor -7%, GLS inhibitor -8%, Pol iota inh 28%, BLM helicase inh -1%, HP1b binding inh 12%, G9a block -38%[59 µM], BAZ2B inh -8%, JMJD2A Tudor -20% and Pin1 inhibitor -7%.
Screening COc1ccc(N2CCN(C(=O)c3ccccc3F)CC2)c([N+](=O)[O-])c1 returned PGK inhibitor 1%, GLS inhibitor inconclusive, Pol iota inh 24%, BLM helicase inh -5%, HP1b binding inh inconclusive, G9a block 50µM*, BAZ2B inh inconclusive, JMJD2A Tudor -30%[11.4 µM] and Pin1 inhibitor -3%.
Screening CC1CCCC(C)N1C(=O)CCN1C(=O)C2C3C=CC(C3)C2C1=O (centres undefined) returned PGK inhibitor -10%, GLS inhibitor -9%, Pol iota inh 20%, BLM helicase inh 0%, HP1b binding inh 34%[activator], G9a block 10%, BAZ2B inh -19%, JMJD2A Tudor 2% and Pin1 inhibitor -2%.
Screening N#C/C(=C\c1ccc(OC(=O)c2cccs2)cc1)c1nc2ccccc2[nH]1 returned PGK inhibitor -20%, GLS inhibitor -10%, Pol iota inh 34%[activator], BLM helicase inh 20µM*, HP1b binding inh 27%, G9a block -11%, BAZ2B inh -27%, JMJD2A Tudor -30% and Pin1 inhibitor 82%[activator].
O=C(OCC(=O)N1CCCCC1)c1c[nH]c2ccccc12 was read as PGK inhibitor -6%, GLS inhibitor 5%, Pol iota inh 17%, HP1b binding inh 8%, G9a block -8%[12.7 µM], BAZ2B inh 14%, JMJD2A Tudor -6% and Pin1 inhibitor -12%.
For COc1ccc(-c2c(NC(=O)c3ccco3)oc3ccccc3c2=O)cc1OC the results were PGK inhibitor -8%, GLS inhibitor 1%, Pol iota inh -1%, BLM helicase inh -11%, HP1b binding inh 49%[activator], G9a block 16%[12.7 µM], BAZ2B inh -6%, JMJD2A Tudor -17% and Pin1 inhibitor -1%.
`CN(CC1CCCO1)S(=O)(=O)c1ccc(C(=O)NCc2ccccc2)cc1` (centres undefined) gave PGK inhibitor 1%, GLS inhibitor -9%, Pol iota inh 1%, BLM helicase inh -4%, HP1b binding inh 32%, G9a block -7%, JMJD2A Tudor -3% and Pin1 inhibitor 3%.
CCOC(=O)C(C(=O)OCC)C(Nc1ccc(Br)cc1)c1ccccc1 (centres undefined) was read as PGK inhibitor inactive, GLS inhibitor 11%, Pol iota inh inconclusive, BLM helicase inh -1%, HP1b binding inh 117%, G9a block 6%[59 µM], BAZ2B inh 22%, JMJD2A Tudor 31% and Pin1 inhibitor 2%.
`Nc1nc(-c2ccccc2)[nH]c(=O)c1N` gave PGK inhibitor 1%, GLS inhibitor -21%, Pol iota inh -6%, BLM helicase inh -9%, HP1b binding inh 28%, G9a block -8%, BAZ2B inh -20%, JMJD2A Tudor -12% and Pin1 inhibitor -16%.
COc1ccc(NC(=O)c2cccc(S(=O)(=O)NCc3ccccc3)c2)cc1S(N)(=O)=O was read as PGK inhibitor -3%, GLS inhibitor -6%, Pol iota inh 18%, HP1b binding inh 18%, G9a block 23%[12.7 µM], BAZ2B inh 7%, JMJD2A Tudor -23% and Pin1 inhibitor 15%.
CC1(C)CSC(=NCCc2ccccc2)N1C(=O)c1ccc(C#N)cc1 was read as PGK inhibitor -1%, GLS inhibitor -10%, Pol iota inh 4%, BLM helicase inh -3%, HP1b binding inh 29%, G9a block 2.8µM*, BAZ2B inh inconclusive, JMJD2A Tudor 1% and Pin1 inhibitor 2%.
Screening CCN1CCN(C(=O)c2ccc3c(c2)N(Cc2ccc(F)cc2)C(=O)c2ccccc2S3=O)CC1 (centres undefined) returned PGK inhibitor -1%, GLS inhibitor -1%, Pol iota inh 10%, BLM helicase inh 2%, HP1b binding inh 50%[activator], G9a block -12%[59 µM], BAZ2B inh 0%, JMJD2A Tudor 4% and Pin1 inhibitor -3%.
Screening CCC(=O)c1cn(CC(=O)Nc2ccc(C)cc2)c2ccccc12 returned PGK inhibitor -9%, GLS inhibitor 0%, Pol iota inh 72%[activator], BLM helicase inh 2%, HP1b binding inh 26%, G9a block 36%, BAZ2B inh 4%, JMJD2A Tudor -15% and Pin1 inhibitor 11%.
Screening Cc1cnc(C(=O)OCc2cc(=O)n3c(C)cccc3n2)cn1 returned PGK inhibitor 0%, GLS inhibitor -11%, Pol iota inh 61%[activator], HP1b binding inh 19%[57 µM], JMJD2A Tudor -18% and Pin1 inhibitor -12%.
Screening CCOC(=O)n1c(=O)oc2ccc(Cl)cc21 returned PGK inhibitor -7%, GLS inhibitor 8%, Pol iota inh 6%, BLM helicase inh 0%, HP1b binding inh 27%, G9a block 20µM*, BAZ2B inh 5%, JMJD2A Tudor 28µM* and Pin1 inhibitor 3%.
For CCn1c(=O)cc(OCC(=O)N(C)c2ccccc2F)c2ccccc21 the results were PGK inhibitor -8%, GLS inhibitor 1%, Pol iota inh -15%, BLM helicase inh 1%, HP1b binding inh 38%, G9a block -4%, BAZ2B inh 10%, JMJD2A Tudor -2% and Pin1 inhibitor -13%.
`O=C(CN1C(=O)c2ccccc2S1(=O)=O)c1ccccc1F` gave PGK inhibitor -2%, GLS inhibitor -5%, Pol iota inh 9%, BLM helicase inh -5%, HP1b binding inh 36%, G9a block 2%[12.7 µM], BAZ2B inh -5%, JMJD2A Tudor -1% and Pin1 inhibitor -1%.
Cc1nn(Cc2ccc(C(=O)n3cccn3)o2)c(C)c1Br was read as PGK inhibitor -6%, GLS inhibitor 13%, Pol iota inh 27%, BLM helicase inh 0%, HP1b binding inh 37%, G9a block 3%[59 µM], BAZ2B inh 3%, JMJD2A Tudor 6% and Pin1 inhibitor 14%.
`CCCCN(CCCC)C(=O)CN(C)S(=O)(=O)c1ccc2c(c1)n(C)c(=O)c(=O)n2C` gave PGK inhibitor -5%, GLS inhibitor 7%, Pol iota inh -1%[58.9 µM], BLM helicase inh 3%, HP1b binding inh 18%, G9a block 18%[59 µM], BAZ2B inh -1%, JMJD2A Tudor 2% and Pin1 inhibitor -1%.
Screening CN(C)c1ccc(NC(=O)CSc2n[nH]c(-c3ccco3)n2)cc1 returned PGK inhibitor 1%, GLS inhibitor -21%, Pol iota inh 187%[activator], BLM helicase inh -3%, HP1b binding inh 6%, G9a block 45µM*, BAZ2B inh inconclusive, JMJD2A Tudor -15% and Pin1 inhibitor -6%.
CCC(=O)c1ccc(OCC(O)CN2CCc3ccccc3C2)cc1 (centres undefined) was read as PGK inhibitor 5%, GLS inhibitor 11%, Pol iota inh 18%, BLM helicase inh -7%, HP1b binding inh 27%, G9a block -10%[0.501 µM], BAZ2B inh 3%, JMJD2A Tudor 1% and Pin1 inhibitor -8%.
Screening Cc1nn(-c2ccc(N3CCOCC3)nn2)c(C)c1CCC(=O)NCc1ccccc1F returned PGK inhibitor 2%, GLS inhibitor -2%&2%, Pol iota inh 5%&-12%, BLM helicase inh 0%&1%, HP1b binding inh 42%&15%[activator], G9a block 17%, BAZ2B inh inconclusive, JMJD2A Tudor -6%&-12% and Pin1 inhibitor -6%&2%.
Screening O=C(Nc1ccc(S(=O)(=O)NC2CCCC2)cc1)c1cnccn1 returned PGK inhibitor -3%, GLS inhibitor 3%, Pol iota inh 12%, BLM helicase inh -1%, HP1b binding inh 15%, G9a block -48%[12.7 µM], BAZ2B inh -3%, JMJD2A Tudor -3% and Pin1 inhibitor -6%.
CC(=O)N/C(=C\c1ccc(F)cc1)C(=O)OC(C)C was read as PGK inhibitor -5%, GLS inhibitor -3%, Pol iota inh 6%, BLM helicase inh 0%, HP1b binding inh 37%, G9a block 3%[59 µM], BAZ2B inh 7%, JMJD2A Tudor -5% and Pin1 inhibitor 1%.
`Cc1c2cnn(-c3ccccc3)c(=O)c2c(C)n1CCCC(=O)NCCN1CCN(C)CC1` gave PGK inhibitor -1%, GLS inhibitor 0%, Pol iota inh 25%, BLM helicase inh -10%, HP1b binding inh -8%, G9a block inconclusive, BAZ2B inh -27%, JMJD2A Tudor -21% and Pin1 inhibitor -4%.
`COc1ccc(C(=O)CC2OC(=O)c3ccccc32)cc1OC` (centres undefined) gave PGK inhibitor -8%, GLS inhibitor 1%, Pol iota inh 10%, BLM helicase inh 4%, HP1b binding inh 31%[activator], G9a block -9%[59 µM], BAZ2B inh 8%, JMJD2A Tudor -4% and Pin1 inhibitor -6%.
